Compound activity (PubChem)
PP5 inh – PP5 phosphatase inhibitors, primary screen, biochemical, fluorescence; purified PP5c, OMFP substrate fluorescence; inhibition, % at 6.7 µM; 320,000 compounds, 0.18% hits; Serine/threonine-protein phosphatase 5 (Homo sapiens), P53041;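 active = inhibition above the campaign's mean inhibition across all tested compounds plus 3 SD, cut at about 9.5% in these data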;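 also: 0% = DMSO only and 100% = 100 µM cantharidin control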
LYPLA2 inh – LYPLA2 inhibitors, primary screen, counter-screen for PME1 inhibitor project, biochemical, fluorescence polarization, FP-Rh probe ABPP. Acyl-protein thioesterase 2 (Homo sapiens), O95372. recombinant LYPLA2. inhibition, % at 5.9 µM. 320,000 compounds, 0.38% hits. AID 2177, 2009;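 active = inhibition above the screen-wide mean plus 3 SD, limit set per campaign, cut at about 26% in these data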;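 also: 0% = LYPLA2 with DMSO and 100% = wells lacking LYPLA2 enzyme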
Target sequence (O95372 whole entry, looked up): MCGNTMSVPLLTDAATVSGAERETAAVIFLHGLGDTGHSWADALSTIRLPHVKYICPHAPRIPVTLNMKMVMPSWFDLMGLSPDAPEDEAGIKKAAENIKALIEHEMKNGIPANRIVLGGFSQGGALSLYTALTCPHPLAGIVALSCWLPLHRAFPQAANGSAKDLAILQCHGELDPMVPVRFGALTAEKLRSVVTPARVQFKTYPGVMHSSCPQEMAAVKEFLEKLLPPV
PP1 inh – PP1-alpha phosphatase inhibitors, primary screen, counter-screen for PP5 inhibitor project, biochemical, fluorescence, OMFP substrate, single point | purified PP1alpha | inhibition, % at 6.7 µM | 320,000 compounds, 0.9% hits;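 active = inhibition above the mean inhibition of all tested compounds plus 3 SD, computed separately for each screening campaign, cut at about 15% in these data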
Target sequence (P62136 whole entry, looked up): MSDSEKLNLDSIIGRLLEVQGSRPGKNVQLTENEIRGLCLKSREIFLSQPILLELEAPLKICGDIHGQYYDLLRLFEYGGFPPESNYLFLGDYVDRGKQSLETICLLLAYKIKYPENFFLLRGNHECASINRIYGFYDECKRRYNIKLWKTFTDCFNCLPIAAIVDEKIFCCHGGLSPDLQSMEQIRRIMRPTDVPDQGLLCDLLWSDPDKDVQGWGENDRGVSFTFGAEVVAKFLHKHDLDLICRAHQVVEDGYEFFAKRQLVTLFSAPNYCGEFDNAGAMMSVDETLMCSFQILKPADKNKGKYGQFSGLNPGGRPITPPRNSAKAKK
Fh CTSL1 inh – Fasciola hepatica cathepsin L1 inhibitors, primary screen, counter-screen for PFM18AAP inhibitor project, biochemical, QFRET, fluorogenic peptide substrate. 300,000 compounds, 0.49% hits. AID 1906, 2009. inhibition, % at 5.96 µM. recombinant F. hepatica cathepsin L1, Z-Leu-Arg-MCA fluorescence;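 active = inhibition above the mean of all tested compounds plus 3 SD, set per screening campaign, cut at about 17% in these data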;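 also: 0% = plate median of test compound wells and 100% = 1 µM Z-Phe-Ala-diazomethylketone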
Efflux pump inh – inhibitors of Candida efflux pumps in yeast, primary screen, S. cerevisiae, Nile Red, multiplex | S. cerevisiae Candida pump triplex | AID 485275, 2010 | inhibition, % at 10 µM | 330,000 compounds, 0.44% hits;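 active = plate passing quality check with inhibition over a set limit, or well fluorescence over plate mean plus 4 SD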;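 also: Nile Red retained in pooled yeast measured as flow cytometry median fluorescence; 0% = buffer negative control and 100% = Enniatin B positive control; higher means more Nile Red kept so more efflux inhibition; some compounds called inactive have numbers as strong as hits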
TPT1 inhibitor – Candida albicans TPT1 enzyme inhibitors, primary screen, biochemical, fluorescence polarization. AID 1962, 2009. recombinant caTPT1, FP RNA substrate dephosphorylation. tRNA 2'-phosphotransferase TPT1 (Candida albicans SC5314). 300,000 compounds, 0.81% hits. inhibition, % at 5 µM;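 active = inhibition above the mean of all tested compounds plus 3 SD, set per screening campaign, cut at about 24% in these data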;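 also: plate controls were DMSO alone for no effect and ferristatin control at 100 nM for full effect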
HCV core dimer – inhibitors of HCV core protein dimerization, primary screen, biochemical, TR-FRET, high-throughput; TR-FRET GST/Flag-core106 dimerization, 1536-well; inhibition, % at 5 µM; 300,000 compounds, 0.33% hits;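 active = inhibition above the mean of all tested compounds plus 3 SD, set per screening campaign, cut at about 45% in these data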
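Assay system: tagged HCV core106 pair (GST and Flag); medium: KF-containing HEPES buffer, pH 7.45, DTT, CHAPS, BSA; also added: Eu donor and XL665 acceptor anti-tag antibodies; dosing: 5 µM single dose; timing: compound-protein-antibody incubation 4 h at 22.5 °C; signal: TR-FRET 671 and 617 nm emission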
PREPL inh – PREPL enzyme inhibitors, primary screen, biochemical, fluorescence polarization; recombinant PREPL, fluorescence polarization activity-based probe; inhibition, % at 5.96 µM; 320,000 compounds, 0.68% hits; in the data active = inhibition above about 43%;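 also: 0% = enzyme with DMSO and 100% = wells lacking enzyme; many of its hits are not listed in these tables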
JMJD2C inh – inhibitors of GASC-1 histone demethylase, primary screen, biochemical, fluorescence, DELFIA europium | GST-JMJD2C(1-420) H3K9me3 demethylation | Lysine-specific demethylase 4C (Homo sapiens), Q9H3R0 | 330,000 compounds, 0.069% hits | inhibition, % at 2.35 µM | AID 2099, 2009;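 active = more than half of a compound's replicate wells show inhibition beyond 50%, single wells judged on their own value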;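 also: signal counts dimethyl H3K9 product captured on neutravidin plate; 0% = median of DMSO wells and 100% = 0.3 times that DMSO median; strong numbers were not always called active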
Target sequence (Q9H3R0 1-420 limits assumed): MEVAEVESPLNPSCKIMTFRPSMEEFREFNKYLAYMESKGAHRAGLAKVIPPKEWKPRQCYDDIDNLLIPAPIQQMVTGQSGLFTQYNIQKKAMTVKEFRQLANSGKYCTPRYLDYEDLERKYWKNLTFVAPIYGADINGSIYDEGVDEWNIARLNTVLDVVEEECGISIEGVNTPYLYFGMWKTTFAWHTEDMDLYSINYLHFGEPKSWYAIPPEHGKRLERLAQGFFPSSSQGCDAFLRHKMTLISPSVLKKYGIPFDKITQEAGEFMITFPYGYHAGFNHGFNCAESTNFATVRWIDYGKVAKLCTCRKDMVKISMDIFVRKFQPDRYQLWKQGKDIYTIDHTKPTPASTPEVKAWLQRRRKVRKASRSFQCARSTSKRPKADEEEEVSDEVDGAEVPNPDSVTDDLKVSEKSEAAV
* marks the source's active call; other numbers are inactive results; / = no result given. This is a subset; count on the stated rates, not on these rows.

Screens by letter: A = PP5 inh; B = LYPLA2 inh; C = PP1 inh; D = Fh CTSL1 inh; E = Efflux pump inh; F = TPT1 inhibitor; G = HCV core dimer; H = PREPL inh; I = JMJD2C inh
smiles: COc1cc(/C=C(/NC(=O)c2ccccc2)C(=O)Nc2ccc(O)cc2)c([N+](=O)[O-])cc1OC
  A: 1.7; B: 2; C: -2; D: 3; E: 0.5; F: 0; G: -3; H: 3; I: -2
smiles: Nc1c(C(=O)N/N=C/c2cccnc2)oc2nc(-c3ccccc3)cc(-c3ccco3)c12
  A: -2.9; B: -5; C: -1; D: 3; E: 0.1; F: 58*; G: 5; H: -3; I: -1
smiles: CN(C)S(=O)(=O)c1cccc(NC(=S)N/N=C/c2cccc(O)c2)c1
  A: 4.6; B: 1; C: -3; D: 1; E: -0.3; F: 1; G: -5; H: 1; I: 7
smiles: O=C(CCC1CCCCC1)Nc1ccc(C(=O)c2ccncc2)cc1
  A: 0.4; B: 8; C: -1; D: 3; E: 0.0; F: -5; G: 2; H: 4; I: -20
smiles: Cc1ncoc1C(=O)N1CCCC(N2CCN(c3cccc(C(F)(F)F)c3)CC2)C1 (stereo not given)
  A: 3.8; B: 63*; C: 0; D: -3; E: 0.0; F: 0; G: 1; H: 8; I: 5
smiles: C=CCN=C1SCC(=O)N1S(=O)(=O)c1ccccc1
  A: 2.3; B: -5; C: -2; D: 0; E: 0.4; F: 16; G: 2; H: 10; I: -1
smiles: CCCNc1sc(S(=O)(=O)CCC)nc1S(=O)(=O)c1ccc(C)cc1
  A: -0.6; B: 3; C: -3; D: 2; E: 0.0; F: 0; G: 5; H: 2; I: 8
smiles: CC(=O)N1CCCc2cc(S(=O)(=O)NC(C(=O)NCc3ccc(C)cc3)C(C)C)ccc21 (stereo not given)
  A: -2.8; B: 1; C: 0; D: -9; E: 0.6; F: 1; G: -9; H: 7; I: 6
smiles: CC1CCN(S(=O)(=O)c2ccc3c(c2)CCN3C(=O)CCC(=O)O)CC1
  A: 3.7; B: 1; C: 0; D: -1; E: 0.2; F: -5; G: -4; H: 2; I: 0
smiles: COc1ccc(-c2csc3ncnc(N4CCN(C(=O)c5ccco5)CC4)c23)cc1
  A: 0.3; B: 2; C: 2; D: -3; E: -0.1; F: 1; G: 20; H: -1; I: 90
smiles: CCCCCCc1ccc(-c2ncc(N)cn2)cc1
  A: 3.5; B: 2; C: 5; D: 0; E: 0.1; F: 2; G: -5; H: 3; I: -9
smiles: Cc1cccc(C(=O)N2CC3(C)CC2CC(C)(C)C3)c1 (stereo not given)
  A: 1.2; B: -1; C: 1; D: 4; E: 0.2; F: -3; G: -2; H: 3; I: -10
smiles: Cc1onc(-c2c(Cl)cccc2Cl)c1C(=O)Nc1ccc(N2CCOCC2)cc1
  A: 1.2; B: -6; C: -1; D: -8; E: -0.2; F: 0; G: -6; H: 17; I: 6
smiles: Cc1cccc(-n2c(SCC(=O)N3CCCC3)nnc2-c2ccccn2)c1C
  A: 1.8; B: 0; C: 6; D: 1; E: -0.2; F: 1; G: -7; H: 5; I: -13
smiles: CC1(C)CCC(=O)N2CC[C@H]3C[C@H](OC(=O)Nc4ccc5c(c4)OCO5)C[C@@H]1[C@H]32
  A: -0.5; B: 0; C: -6; D: 2; E: 0.0; F: -1; G: 7; H: 12; I: 5
smiles: O=C(CCc1nc2ccccc2c(=O)[nH]1)Nc1cccc(S(=O)(=O)N2CCCCC2)c1
  A: 2.2; B: 3; C: 0; D: 5; E: 0.0; F: 3; G: 1; H: -3; I: -4
smiles: COc1cc(/C=C(/C#N)c2nc3ccccc3[nH]2)ccc1OCC(=O)Nc1ccccc1C(C)C
  A: 1.2; B: -20; C: 9; D: 6; E: 0.1; F: 1; G: 11; H: 0; I: -5
smiles: CCc1nnc(NC(=O)c2cccc(S(=O)(=O)N3CCN(c4ccccc4)CC3)c2)s1
  A: 3.1; B: -12; C: 10; D: 2; E: -0.1; F: 1; G: 35; H: -9; I: -4
smiles: CC(C)C1=NN2C(=N)CC(=O)N=C2S1
  A: 2.2; B: 1; C: -2; D: -1; E: 0.1; F: 3; G: 2; H: 18; I: -8
smiles: COc1cc(C2NC(=O)NC3=C2C(=O)OC3)cc(OC)c1OC (stereo not given)
  A: -0.5; B: 0; C: -3; D: -6; E: 0.2; F: 2; G: 0; H: 3; I: -6
smiles: CN(c1ccccc1)S(=O)(=O)c1ccc(Cl)c(C(=O)OCC(=O)NCc2ccco2)c1
  A: -0.6; B: -9; C: 2; D: -3; E: -0.1; F: 1; G: 17; H: 9; I: 5
smiles: CC(C)N(c1ccccc1)c1ccc(NC(=O)COC(=O)CCN2C(=O)c3cccc([N+](=O)[O-])c3C2=O)cc1
  A: 0.4; B: 4; C: 8; D: 2; E: -0.2; F: 2; G: 12; H: 59*; I: 12
smiles: CC(=O)Nc1ccc(CN2CCN(Cc3ccc(C)cc3)C(CCO)C2)cc1 (stereo not given)
  A: -1.7; B: -3; C: -5; D: 0; E: 0.0; F: 0; G: -1; H: 13; I: -3
smiles: CCCCCCn1c(SCC(=O)OC)nc2c1c(=O)[nH]c(=O)n2C
  A: 0.2; B: 2; C: -2; D: 4; E: 0.0; F: -2; G: -2; H: 2; I: -15
smiles: Cc1onc(-c2ccccc2Cl)c1C(=O)NCc1ccc(S(N)(=O)=O)cc1
  A: 3.9; B: 1; C: 1; D: -2; E: 0.0; F: 2; G: -2; H: -2; I: -4
smiles: CC(=O)Nc1cccc(NC(=O)Cc2ccc3ccccc3c2)c1
  A: -0.4; B: 2; C: -1; D: -5; E: -0.2; F: 1; G: 6; H: 4; I: 3
smiles: CCCCn1c(=O)c(C(=O)N/N=C/c2ccc(F)cc2)c(O)c2ccccc21
  A: -1.4; B: 1; C: -5; D: -9; E: -0.1; F: -1; G: -5; H: 6; I: 11
smiles: Cc1ccc(CNC(=O)CSc2nc3ccccc3c(=O)n2CCCO)cc1
  A: -0.2; B: -2; C: 2; D: 1; E: 0.0; F: -4; G: -10; H: 13; I: -8
smiles: Cc1ccc2[nH]c(=O)c(CN(CCc3ccccc3)Cc3nnnn3CC3CCCO3)cc2c1 (stereo not given)
  A: 1.6; B: 3; C: 2; D: 2; E: 0.1; F: 1; G: 4; H: 1; I: -16
smiles: O=C(Cn1c(C2CC2)nc2ccccc2c1=O)Nc1ccc(Br)cc1
  A: -0.3; B: -9; C: 0; D: -4; E: 0.2; F: 1; G: 6; H: -7; I: -12
smiles: CN(CC(=O)NC(=O)NCc1ccco1)Cc1nc2ccccc2c(=O)[nH]1
  A: 3.1; B: 6; C: 3; D: -1; E: -0.1; F: 1; G: 20; H: -3; I: -3
smiles: CCC(C)NS(=O)(=O)c1ccc(OCC(=O)N2CCCCC2)cc1 (stereo not given)
  A: 4.1; B: 1; C: 3; D: -3; E: -0.1; F: -1; G: -5; H: 13; I: -2
smiles: CCCCOC(=O)Nc1nc2ccccc2s1
  A: -0.3; B: 0; C: 5; D: -2; E: 0.0; F: 0; G: -6; H: -4; I: 21
smiles: O=C(CCc1nc2ccccc2c(=O)[nH]1)N1CCN(S(=O)(=O)c2ccccc2Br)CC1
  A: -0.9; B: 3; C: -3; D: 4; E: -0.1; F: 0; G: 6; H: 5; I: -11
smiles: CC(C)CN(C(=O)CCCOc1ccc(Cl)cc1Cl)c1c(N)n(Cc2ccccc2)c(=O)[nH]c1=O
  A: 2.4; B: -6; C: 10; D: 2; E: 0.2; F: 5; G: 4; H: 7; I: -4
smiles: Cc1ccc(-c2nnn(CC(=O)N3CCCCC3)n2)c(-n2cnnn2)c1
  A: 2.6; B: 2; C: 3; D: -1; E: 0.0; F: 1; G: -1; H: -6; I: 33
smiles: Cc1ccnc(NC(=O)C2CCN(S(=O)(=O)c3cccc(C(F)(F)F)c3)CC2)c1
  A: 4.1; B: 7; C: 3; D: 0; E: 0.2; F: -1; G: -3; H: 9; I: 24
smiles: COc1cccc(/C(O)=C2/C(=O)C(=O)N(c3ccccn3)C2c2ccc(OC)c(OC)c2)c1 (stereo not given)
  A: 1.0; B: -8; C: 0; D: 2; E: -0.1; F: 1; G: 6; H: -9; I: -2
smiles: COc1ccc(CCNC(=O)COc2ccc3c(c2)OCO3)cc1
  A: -0.4; B: 4; C: 3; D: /; E: -0.1; F: /; G: /; H: 6; I: 3
smiles: COc1cccc(N2CCN(S(=O)(=O)c3ccc(-n4cnnn4)cc3)CC2)c1
  A: -0.1; B: 4; C: -2; D: -6; E: 0.0; F: -6; G: 8; H: -5; I: 11
smiles: O=C(N/N=C/c1cccc([N+](=O)[O-])c1)c1ccncc1
  A: -0.5; B: 3; C: -3; D: 1; E: 0.0; F: -5; G: -3; H: 16; I: 1
smiles: COc1ccc2c(c1OC)CN(C)CCc1cc3c(cc1C(=O)C2)OCO3
  A: 1.0; B: 1; C: -1; D: 10; E: 0.0; F: -1; G: 3; H: 25; I: -5
smiles: O=C(Nc1cccc(S(=O)(=O)N2CCOCC2)c1)c1ccccn1
  A: 2.1; B: 4; C: -3; D: 6; E: -0.2; F: -1; G: 0; H: -2; I: -3
smiles: CC(=O)N1CCN(C(=O)c2cc(-c3ccc(C)o3)nc3ccccc23)CC1
  A: -1.2; B: 0; C: 0; D: -1; E: 0.0; F: -5; G: 1; H: 7; I: -35
smiles: C[C@@H](CN=[N+]=[N-])CN1CC[C@H](O)CCC1=O
  A: 1.0; B: 6; C: 1; D: -6; E: -0.2; F: -1; G: -8; H: 4; I: 7
smiles: COc1cccc(NC(=O)CCNS(=O)(=O)c2ccc3c(c2)oc(=O)n3C)c1
  A: -1.2; B: -1; C: -2; D: -3; E: 0.1; F: 2; G: -4; H: 6; I: 1
smiles: Cc1ccccc1C(=O)NCCOc1ccccc1Cl
  A: 2.9; B: -1; C: -4; D: 2; E: 0.7; F: 1; G: 1; H: 4; I: 1
smiles: Cn1cccc1-c1cc(C(=O)N/N=C/C=C/c2ccccc2)[nH]n1
  A: 2.7; B: -7; C: 4; D: 1; E: 0.2; F: 2; G: 0; H: 34; I: -5
